Screens as filed in PubChem BioAssay.
Xi reactivation: activators of inactive X chromosome reactivation, primary screen, imaging, XiGFP fibroblasts, GFP high-content imaging, set 2; activation, % at 7.58 µM; XiGFP mouse fibroblasts, % GFP-positive cells imaging, 3 d; cells co-treated with 5-aza-dC sensitizer; scaled so ellipticine positive control = 100%; actives 0.055% (n = 360,000);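 active = mean normalized replicate activation at least 10% and every replicate at or above 10%; inconclusive = only one of the two criteria met; inactive = mean below 10% and not all replicates reach 10%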;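 note: 0% = median of on-plate neutral control wells and 100% = ellipticine 6 µM median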
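System: XiGFP fibroblasts, SV40-immortalized. Medium: DMEM plus 5-aza-dC sensitizer. Doses: single point. Timing: 3 d treatment, 15 min room-temperature fixation. Control set: ellipticine 6 µM.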
S100A4 inh HTS: inhibitors of S100A4-myosin IIA peptide binding, primary screen, biochemical, fluorescence polarization, TAMRA-MyoIIA peptide; inhibition, % at 10.7 µM; actives 0.14% (n = 360,000); Protein S100-A4 (Homo sapiens), P26447; AID 652163, 2013;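 active = mean inhibition of at least 70% across replicates, with every replicate also reaching that level; inconclusive = mean inhibition reaches 70% but some replicates fall short; inactive = mean inhibition below 70%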
Target sequence (P26447 whole entry, looked up): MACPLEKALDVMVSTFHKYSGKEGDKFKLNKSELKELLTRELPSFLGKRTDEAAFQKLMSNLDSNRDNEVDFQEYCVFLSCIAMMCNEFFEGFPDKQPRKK
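Test system: S100A4 monomer protein. Medium: HEPES buffer with Ca2+, pH 7.2. Reagent: fluorescent myosin IIA peptide, 5 nM. Compound dosing: single-point compound testing. Timing: 5 min between mix addition and reading. Benchmarks: DMSO neutral and TFP positive wells.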
RAD52 inh: RAD52 DNA annealing inhibitors, primary screen, biochemical, FRET, single point, set 2; recombinant RAD52 DNA annealing, FRET fluorescence; inhibition, % at 18.7 µM; actives 0.46% (n = 360,000); DNA repair protein RAD52 homolog (Homo sapiens), P43351;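 active = every replicate showing at least 50% inhibition; inconclusive = mean inhibition at least 50% but not in every replicate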
Target sequence (P43351 whole entry, looked up): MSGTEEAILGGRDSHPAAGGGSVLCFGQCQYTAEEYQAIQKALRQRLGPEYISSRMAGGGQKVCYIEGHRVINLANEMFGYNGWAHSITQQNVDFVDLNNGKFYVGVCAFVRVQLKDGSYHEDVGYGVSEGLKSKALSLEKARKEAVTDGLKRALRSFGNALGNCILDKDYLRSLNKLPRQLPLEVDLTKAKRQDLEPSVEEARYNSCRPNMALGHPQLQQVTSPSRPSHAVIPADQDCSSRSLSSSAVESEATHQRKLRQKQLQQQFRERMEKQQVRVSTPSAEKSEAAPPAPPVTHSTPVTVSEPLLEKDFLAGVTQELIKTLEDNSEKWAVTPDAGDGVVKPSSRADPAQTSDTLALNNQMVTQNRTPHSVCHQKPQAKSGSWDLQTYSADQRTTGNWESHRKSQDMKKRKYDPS
FN deposit inh: inhibitors of fibronectin matrix deposition, primary screen, AH1F cells, Alexa488-fibronectin fluorescence, plate reader; AH1F fibroblasts, overnight; inhibition, % at 12.6 µM; actives 0.086% (n = 350,000); AID 743247, 2014;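 active = mean inhibition across replicates of 30% or more, regardless of how many single replicates reach that level; inconclusive = mean under 30% yet at least half of replicates reach 30%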;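 note: positive control wells lacked labelled fibronectin entirely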
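Material: AH1F fibroblast monolayer depositing Alexa488-labelled fibronectin into matrix / Amount: 10000 AH1F cells per well / Signal: fluorescence 485/525 nm / Medium: DMEM, 2% serum / Compound: single dose, pinned / Incubation: 1 h cell adhesion before compound, then overnight fibronectin incubation / Reagent: Alexa488-FN, 24 nM final / Read-out: inhibition of fibronectin deposition signal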
RAD54 inh: inhibitors of human RAD54 branch migration, primary screen, biochemical, fluorescence, single point. DNA repair and recombination protein RAD54-like (Homo sapiens), Q92698. RAD54 Holliday junction branch migration, FAM/BHQ fluorescence. inhibition, % at 10.4 µM. actives 0.14% (n = 360,000);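 active = mean normalized replicate activity at least 40 and at least half of replicates scoring 40 or more; inconclusive = only one of the two criteria met; inactive = mean below 40 and under half of replicates reaching 40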;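 note: 0% = median of neutral control wells and 100% = median of positive control wells; inhibitors cause a drop in the FAM fluorescence signal; in these data hits start at about 50%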
E-sel inducer: E-selectin induction in HUVECs, primary screen, imaging, HUVEC, immunofluorescence imaging, single point. AID 686992, 2013. actives 0.37% (n = 260,000). activation, % at 7.58 µM. P16581. normalized: neutral wells 0, TNF-alpha wells 100;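 active = mean E-selectin-positive cell signal at least 10% of the positive control, reached in at least 60% of replicates, without over 20% cell loss; inconclusive = no rule given, readout overlaps actives, possibly toxicity-flagged; inactive = the rest, including those meeting only one limit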;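 note: in these data hits start at about 27%; measured in HUVEC primary endothelial cells; signal is the percent of cells scored E-selectin positive by PE staining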
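Assay system: HUVEC primary endothelial cells. Input: 3,000 HUVEC seeded per well. Doses: one compound dose added by pin transfer. Read-out basis: % PE-positive cells. Benchmarks: TNF-alpha high, DMSO low. Detection: immunofluorescence imaging. Buffer or medium: EGM-2, gelatin.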
esBAF inh: Bmi1 luciferase reporter increase in mESCs, primary screen, esBAF inhibitor project, mouse ES cells, Bmi1 luciferase knock-in, single point. 24 h; 100% = twice the neutral-well signal. reporter increase, % at 12.5 µM. actives 2% (n = 350,000). AID 602393, 2012; in the data active = activation above about 40%; inconclusive = no clear call, values can overlap the other calls;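 note: 0% = median of the plate's neutral control wells and 100% = double that signal; a rise in the Bmi1 reporter signal indicates esBAF inhibition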
EWS-Fli block: EWS/Fli-driven NR0B1 reporter inhibitors, primary screen, A673 cells, NR0B1 luciferase, luminescence, MLPCN library. viability-normalised. inhibition, % at 12.6 µM. actives 0.67% (n = 350,000);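 active = mean inhibition of at least 50% after viability correction, with every replicate also passing that limit; inconclusive = mean reaches 50% but only one of two replicates passes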;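 note: firefly luciferase signal divided by Alamar Blue viability fluorescence both relative to DMSO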
* hit, by the source's call; ? = inconclusive; / = not tested or not shown; & = joins results of further samples.

| Molecule | Xi reactivation | S100A4 inh HTS | RAD52 inh | FN deposit inh | RAD54 inh | E-sel inducer | esBAF inh | EWS-Fli block |
| --- | --- | --- | --- | --- | --- | --- | --- | --- |
| CCCCNC(=O)c1ccc(Cn2c(=S)[nH]c3c([nH]c4ccc(OC)cc43)c2=O)cc1 | 0.0 | 10 | -12 | -4 | / | 17 | / | 10 |
| CCN(CC)S(=O)(=O)c1ccc(N2CCOCC2)c(NC(=O)C2=COCCO2)c1 | 0.4 | -3 | -3 | 2 | 5 | / | / | 7 |
| CCc1c(N=O)c(-c2ccccc2)n(O)[n+]1[O-] | 0.2 | -3 | 1 | / | / | -0.3 | / | 2 |
| CCN1CCN(Cc2ccc(NC(=O)c3cc(NC(=O)c4cc(-c5ccc(OC)cc5)n[nH]4)cc(OC)c3)cc2C(F)(F)F)CC1 | 0.0 | -8 | 5 | 10 | -3 | / | -88 | 51* |
| CO[C@@H]1CN(C)C(=O)c2ccc(NC(=O)c3cc(C)on3)cc2OC[C@@H](C)N(S(=O)(=O)c2ccc(F)cc2)C[C@H]1C | 0.0 | -5 | -24 | -2 | -6 | 0.0 | 5 | -3 |
| ON=C(CCc1ccccc1)c1ccccc1 | 0.1 | -6 | -2 | / | -18 | 4.6 | 74* | -89 |
| Cc1ccc(NC(=O)COC(=O)CN2C(=O)NC3(CCCC3)C2=O)cc1Cl | 0.0 | -7 | -6 | 2 | -2 | -0.5 | 2 | 2 |
| O=C(COc1ccc(Cl)cc1)NCCNC(=O)c1cnccn1 | 0.0 | -1 | 7 | 2 | / | 0.1 | -4 | 7 |
| Nc1cc(C(=O)OCC(=O)NCCC2=CCCCC2)ccc1Cl | -0.1 | -2 | -9 | 5 | 3 | / | -1 | 5 |
| O=S(=O)(N[C@@H]1CCCN(Cc2ccc(OCCO)cc2)C1)c1ccccc1 | / | 11 | 6 | / | -7 | / | / | -23 |
| CCNC(=O)C[C@H]1CC[C@@H]2[C@H](COc3ccc(NC(=O)Nc4ccc(Cl)cc4)cc3C(=O)N2C)O1 | 0.2 | -2 | -7 | -27 | -2 | 0.2 | 3 | -12 |
| Cc1ccc(-c2cc(C(=O)N3CCN(C(=O)c4ccco4)CC3)no2)cc1 | / | 1 | -7 | -6 | 1 | / | -4 | / |
| O=C(Cc1ccccc1)N1CC(=O)N2[C@@H](CO)[C@H](c3ccc(-c4cccc(F)c4)cc3)[C@@H]2C1 | 0.0 | 5 | -32 | / | / | -0.4 | / | 6 |
| O=C1c2cccnc2C(Nc2cccc(F)c2)N1Cc1ccco1 (configuration not stated) | 0.0 | 0 | -9 | -2 | -1 | / | / | -14 |
| CCOC(=O)C1=C(C)Nc2ncnn2C1c1cccs1 (configuration not stated) | / | / | / | -4 | -2 | -0.8 | -2 | / |
| C[C@@H]1CN([C@H](C)CO)C(=O)c2cccc(NC(=O)c3ccncc3)c2O[C@H]1CN(C)S(=O)(=O)c1ccccc1 | -0.9 | 1 | -10 | -3 | 18 | 32* | -6 | -7 |
| Cc1ccc(NC(=O)COC(=O)C2CC2)c(Br)c1 | 0.0 | / | / | 1 | -8 | -0.7 | / | / |
| CNC[C@H]1OCCCC[C@@H](C)Oc2ccc(NS(=O)(=O)c3ccccc3)cc2C(=O)N([C@@H](C)CO)C[C@H]1C | -1.1 | 10 | -16 | / | 9 | 1.8 | 0 | 1 |
| CCCC(=O)Nc1nnc([C@H]2C[C@H](O)[C@@H](CO)O2)s1 | 0.0 | 2 | -30 | 2 | 1 | 1.3 | -1 | -5 |
| O=C(COC(=O)c1cncc(Br)c1)NC1CCCC1 | -0.1 | -4 | -10 | -7 | 6 | 0.2 | -7 | 11 |
| CCOc1ccccc1C1c2[nH]c3ccccc3c2C[C@H]2C(=O)N(C3CCN(Cc4ccccc4)CC3)CC(=O)N12 (some centres not stated) | 0.1 | 2 | -9 | 1 | -7 | -0.1 | -3 | 31 |
| C[C@@H]1COC(=O)[C@@H](Cc2ccc(F)cc2)CC/C=C\C[C@@H](CC(=O)NCCO)C(=O)N1 | -0.2 | -14 | -13 | -4 | 1 | 1.0 | -10 | 1 |
| CC(C)CC(=O)NC(=S)Nc1ccccc1C(F)(F)F | 0.0 | 3 | -12 | -5 | -1 | 1.3 | -4 | 8 |
| CC(C)(C)c1ccc(C(=O)N2CCC2(C)C(=O)Nc2cccc3ccccc23)cc1 (configuration not stated) | 0.1 | 2 | 7 | 2 | -1 | -0.1 | 7 | 10 |
| Cc1ccc(S(=O)(=O)NCc2ccccc2)s1 | 0.0 | 2 | 1 | -2 | 8 | 0.5 | -3 | 11 |
| CCN(CC(=O)Nc1ccccc1OC)C(=O)CCOc1ccc(C(C)(C)C)cc1 | -0.1 | 1 | -8 | -4 | 7 | 0.4 | -7 | -5 |
| O=C(COC(=O)COc1ccc(Cl)cc1Br)NCc1cccs1 | 0.0 | -1 | -13 | -10 | / | / | -5 | -4 |
| CO[C@H]1CN(C)C(=O)c2ccc(NC(C)=O)cc2OC[C@@H](C)N(C(=O)c2ccccc2)C[C@@H]1C | -0.4 | 15 | -4 | -3 | 5 | -0.1 | -3 | 12 |
| CO[C@@H]1CN(C)C(=O)c2cc(NC(=O)C3CCCC3)ccc2OC[C@@H](C)N(CCC(F)(F)F)C[C@H]1C | 0.0 | 18 | 20 | -3 | 10 | 0.0 | -3 | 6 |
| Cc1ccc(CN2CC(=O)N3[C@H](CO)[C@@H](c4ccc(Br)cc4)[C@H]3C2)cc1 | 0.2 | 8 | -5 | / | / | -0.2 | / | -4 |
| COc1cc(Cl)c(C)cc1N1C(=O)CN(Cc2ccccc2)C1=S | 0.0 | 1 | -12 | -4 | -18 | 0.0 | 3 | 11 |
| CN(C)C(=O)[C@H]1[C@H](CO)[C@H]2Cn3c(cccc3=O)[C@@H]1N2C(=O)c1ccccc1 | 0.3 | 126* | -11 | / | 3 | 0.6 | 3 | 6 |
| CC(C)Cn1nc(C(=O)N2CCc3ccccc32)c2ccccc2c1=O | 0.0 | -4 | 3 | -9 | -2 | -2.5 | -2 | 20 |
| CCn1c(SCC(=O)N2c3ccccc3Sc3ccccc32)nnc1-c1ccco1 | / | 5 | -21 | / | -13 | / | 2 | / |
| COc1ccc(NC(=O)N(C)C[C@H]2Oc3ccc(NC(=O)CCCCCC(=O)Nc4ccccc4N)cc3C(=O)N([C@@H](C)CO)C[C@@H]2C)cc1 | 0.4 | -6 | 5 | / | / | / | / | -10 |
| OC[C@@H]1CN(Cc2ccc(Cl)cc2)C[C@H](n2cnc3c(NCc4ccco4)ncnc32)O1 | 0.1 | -19 | -41 | 3 | 0 | 0.4 | -6 | 13 |
| Cc1ccc(S(=O)(=O)N2CCOCC2)cc1C(=O)NC(=S)N1CC(C)CC(C)C1 (configuration not stated) | 0.7 | -2 | -2 | 0 | / | / | / | -6 |
| COc1ccc(NC(=O)NC2(C(=O)N3CCCC3)CCCCC2)cc1 | 0.4 | -9 | -18 | 0 | -1 | 0.2 | -4 | -9 |
| Cn1c(=O)c2c(ncn2CC(=O)OCC(=O)NCc2ccc(F)cc2)n(C)c1=O | 0.0 | -3 | -14 | -8 | -6 | 0.1 | -4 | -5 |
| CC(=O)Nc1c(C(=O)Nc2ccc3c(c2)OCO3)oc2ccccc12 | 0.2 | -19 | -5 | 10 | -1 | / | ? | / |
| CC1(C(=O)N2CCN(C(=O)c3ccco3)CC2)CC1(Br)Br (configuration not stated) | 0.2 | -11 | -11 | -11 | 8 | / | -1 | / |
| COc1ccc([C@H]2/C=C\CN(S(C)(=O)=O)[C@@H](C)C(=O)N2Cc2ccc(F)cc2)cc1 | 0.0 | -3 | -26 | 6 | -10 | -0.1 | -3 | 4 |
| COc1ccc(C2=NN(C(=O)CCC(=O)O)C(c3ccc(F)cc3)C2)cc1 (configuration not stated) | 0.0 | 1 | -2 | 3 | -2 | 0.7 | 2 | 4 |
| COc1ccc(-c2csc3ncnc(Oc4ccc5c(C)cc(=O)oc5c4)c23)cc1 | -0.2 | 4 | 0 | 0 | 1 | -0.1 | / | 1 |
| COc1cccc(-c2cnc3c(c2)C(=O)N([C@H](C)CO)C[C@H](C)[C@H](CN(C)Cc2ccccc2)O3)c1 | -1.3 | -2&9 | -3&2 | / | -11&3 | 2.4 | 1&-2 | 11&-1 |
| Cc1cc(C)cc(OCC(=O)NNC(=O)c2ccccn2)c1 | 0.9 | -21 | -13 | 10 | -6 | 0.1 | -5 | 16 |
| O=C(C1CCCC1)N1CCN(S(=O)(=O)c2ccc(F)c(F)c2F)CC1 | 0.2 | 13 | -15 | 0 | -1 | / | -3 | 11 |
| O=C1N=C(N2CCc3ccccc3C2)S/C1=C\c1cccc(O)c1 | 0.7 | / | / | 8 | -11 | -0.7 | / | -3 |
| Cc1ccc(C(=O)NCCCN2CCOCC2)cc1S(=O)(=O)N1CCCCC1 | 0.2 | 4 | -4 | 0 | 16 | 4.3 | -4 | 6 |
| CC1CCN(C(=O)CCC(=O)N2CC(C)Oc3ccccc32)CC1 (configuration not stated) | -0.1 | 1 | 0 | -2 | 9 | 0.2 | 0 | 5 |
| COc1cccc(C#Cc2ccc([C@H]3[C@@H](CO)N4C(=O)CN(C(=O)c5ccncc5)C[C@H]34)cc2)c1 | 0.1 | 9 | -13 | / | / | 0.1 | / | -2 |

Part of the list above in order of length of the SMILES, high to low:
| Molecule | Xi reactivation | S100A4 inh HTS | RAD52 inh | FN deposit inh | RAD54 inh | E-sel inducer | esBAF inh | EWS-Fli block |
| --- | --- | --- | --- | --- | --- | --- | --- | --- |
| O=C(C1CCCC1)N1CCN(S(=O)(=O)c2ccc(F)c(F)c2F)CC1 | 0.2 | 13 | -15 | 0 | -1 | / | -3 | 11 |
| Cc1ccc(C(=O)NCCCN2CCOCC2)cc1S(=O)(=O)N1CCCCC1 | 0.2 | 4 | -4 | 0 | 16 | 4.3 | -4 | 6 |
| CC1(C(=O)N2CCN(C(=O)c3ccco3)CC2)CC1(Br)Br (configuration not stated) | 0.2 | -11 | -11 | -11 | 8 | / | -1 | / |
| CC1CCN(C(=O)CCC(=O)N2CC(C)Oc3ccccc32)CC1 (configuration not stated) | -0.1 | 1 | 0 | -2 | 9 | 0.2 | 0 | 5 |
